Source: PubChem BioAssay (National Center for Advancing Translational Sciences (NCATS))
GCN5L2 inh: blocks human GCN5L2 histone acetyltransferase; Q92830; GCN5L2 HAT assay, ThioGlo1 CoA-SH fluorescence; Potency, µM (series often up to 58.9 µM), for inactives: at the highest dose activity change, negative = inhibition, hits mostly inhibitors; 390,000 tested, 0.21% active
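Free CoA generated was detected with ThioGlo1 (50uM) fluorescence at Ex340nm/Em540nm, read immediately and after 20 min at room temperature. Enzyme, 20 nM in HEPES pH 7.5 buffer, saw compounds 15 min before adding 75uM H3(1-25) peptide and 70uM acetyl-CoA.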
DT40 TDP1 no CPT: qHTS for Inhibitors of human tyrosyl-DNA phosphodiesterase 1 (TDP1): qHTS in cells in absence of CPT. DT40 Tdp1-/- hTDP1 cells, no CPT, ATP luminescence, 48 h. Potency, µM (highest dose often 46.2 µM), without a hit: at the highest dose activity change, negative = growth inhibition, actives largely listed as inhibitors. 420,000 tested, 15% active. AID 686978, 2013; note: nearly all actives have a fitted effect of over 55% in size
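Compound effects on proliferation are scored in DT40 Tdp1-/-;hTDP1 cells in the absence of CPT. ATP levels (CellTiter-Glo luminescence) are recorded after a ≥48 hr, 37 °C incubation.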
TDP1 block: TDP1 (human) enzyme inhibition. 350,000 tested, 0.28% active. Potency, µM (series often up to 130 µM), for the others: at the top dose activity change, negative = inhibition, usual class: inhibitors. recombinant TDP1, AlphaScreen DNA substrate cleavage. Q9NUW8; note: nearly all actives have a fitted effect of over 40% in size
Target sequence (Q9NUW8 whole entry, looked up): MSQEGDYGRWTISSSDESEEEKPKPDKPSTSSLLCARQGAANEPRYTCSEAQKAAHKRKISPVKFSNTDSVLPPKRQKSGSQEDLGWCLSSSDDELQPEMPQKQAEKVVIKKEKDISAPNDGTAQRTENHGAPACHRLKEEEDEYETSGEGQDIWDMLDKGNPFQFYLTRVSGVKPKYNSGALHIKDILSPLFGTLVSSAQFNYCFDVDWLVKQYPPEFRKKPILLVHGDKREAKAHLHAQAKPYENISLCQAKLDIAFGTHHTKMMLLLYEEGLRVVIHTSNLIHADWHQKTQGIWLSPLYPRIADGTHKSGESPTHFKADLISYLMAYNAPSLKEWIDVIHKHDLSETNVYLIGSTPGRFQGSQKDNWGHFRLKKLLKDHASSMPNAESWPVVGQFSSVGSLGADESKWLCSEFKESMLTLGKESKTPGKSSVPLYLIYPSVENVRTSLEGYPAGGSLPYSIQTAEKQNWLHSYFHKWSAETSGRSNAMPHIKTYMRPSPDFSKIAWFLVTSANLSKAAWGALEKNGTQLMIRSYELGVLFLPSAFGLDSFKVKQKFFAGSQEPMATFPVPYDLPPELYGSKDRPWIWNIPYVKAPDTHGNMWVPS
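Recombinant human Tdp1 (E. coli-expressed, 1 nM final) preincubated with compounds 15 min at room temperature, then 5'-biotin/3'-phosphotyrosine-FITC DNA substrate (15 nM final) added for 5 min. AlphaScreen beads (10 ug/ml final) added 10 min; cleavage lowers signal.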
An asterisk follows results filed as active; ? = inconclusive; nt = no result given; & = joins results of further samples; ! = a repeat was not active; [ ] = remark or other dose. Calls come from the whole dose curve; as a rule, active = well fitted curve in the direction sought with a large enough effect; inconclusive = small, poorly fitted or top-dose-only effect, or another doubt; inactive = no such curve, though single readings can be large; an effect the other way counts as inactive or inconclusive. % is set by controls: 0 for no effect and ±100 for the full control effect; potency is the fitted concentration of half-maximal effect.

cpd	smiles	GCN5L2 inh	DT40 TDP1 no CPT	TDP1 block
1	COc1cccc(C(C(=O)NC2CCCC2)N(C(=O)c2ccco2)c2ccccc2F)c1OC (centres undefined)	-8%	?	nt
2	O=[N+]([O-])c1cccc(Nc2c([N+](=O)[O-])ccc3nonc23)c1	-1%	?	nt
3	CC(=O)c1cccc(NC(=O)Cn2cnc(S(=O)(=O)N3CCCCC3)c2)c1	1%	20%	1%
4	CCOc1ccc(/C=C(\C#N)C(=O)Nc2ccccn2)cc1	-6%	-19%	3%
5	COc1cccc(N=C2SC(CC(=O)Nc3ccccc3)C(=O)N2Cc2ccccn2)c1 (centres undefined)	3%	?	8%
6	CC(=O)c1ccc(S(=O)(=O)NCC(=O)NC(c2nc3ccccc3[nH]2)C(C)C)cc1 (centres undefined)	-3%	?	0%
7	CCN(CC)C(=O)CN(c1cccc(C(F)(F)F)c1)S(C)(=O)=O	2%	-2%	1%
8	CC1(C)Cc2c(sc(/N=C/N3CCCC3)c2C#N)C(C)(C)N1	3%	?	5%[56.1 µM]
9	COCC(=O)Nc1ccc2c(c1)OCC(=O)N2Cc1ccccc1F	-5%	4%	nt
10	C=CCN(c1ccc(C(=O)NCCCn2ccnc2)cc1)S(C)(=O)=O	0%	24%	nt
11	COC(=O)C1=CN(CC2CCCO2)C=C(C(=O)OC)C1c1cccc(O)c1 (centres undefined)	-9%	-6%	-1%
12	COc1ccc(OC(=O)CCc2c[nH]c3ccccc23)cc1	-9%	?	6%
13	O=c1[nH]ncn1-c1ccccc1C(F)(F)F	0%	-7%	0%
14	Cc1ccc2oc(=O)n(Cc3ccc(OC(C)C)cc3)c2c1	0%	?	nt
15	Cn1c(=S)[nH]c2[nH]c(=O)cnc2c1=O	-7%	-18%	5%
16	Cc1ccccc1NC(=O)CSCCO	1%	-3%	7%
17	CCOC(=O)c1[nH]c2c(c1Cc1ccccc1OC)C(=O)CC(c1ccccc1)C2 (centres undefined)	?	?	-2%
18	COC(=O)c1cccc(NC(=O)Cn2cnc3c2c(=O)n(C)c(=O)n3C)c1	-5%	-17%	2%
19	Cc1cc(C)c(S(=O)(=O)NCc2nc3nc(C)cc(C)n3n2)c(C)c1	-8%	13%	nt
20	CCNc1ncc2nc(CCc3ccccc3)c(=O)n(CCOC)c2n1	?	-15%	nt
21	CCOC(=O)c1ccccc1NC(=O)CSc1nncn1C	-3%	12%	6%
22	CCn1c(SCC(=O)OC)nnc1-c1ccncc1	-6%	-11%	-5%
23	COc1cccc(N2CCN(C(c3ccccn3)c3nnnn3C(C)(C)C)CC2)c1 (centres undefined)	-7%	-1%	-1%
24	CCCCN(CC)C(=S)Nc1ccc2nc3n(c(=O)c2c1)CCCCC3	-2%	-24%	1%
25	CCN(C(=O)Cc1ccccc1OC)c1nnc(-c2ccncc2)s1	-10%	15µM*	6%
26	N#CCCN(C(=O)COC(=O)C1=COCCO1)c1ccc(F)cc1	-9%	2%	nt
27	CCC(C)NC(=O)c1cc(-c2cccc(OC)c2)on1 (centres undefined)	1%	-23%	4%
28	O=C(O)CCC(=O)Nc1ccccc1C(=O)Nc1ccccc1	-5%	2%	-14%
29	CC(=O)N1c2ccc(S(=O)(=O)N3CCCCC3)cc2CC1C(=O)Nc1ccc(F)cc1C (centres undefined)	?	-9%	3%
30	O=C(COC(=O)COc1ccccc1)NCc1ccc2c(c1)OCO2	1%	-17%	1%

cpd	smiles	GCN5L2 inh	DT40 TDP1 no CPT	TDP1 block
31	Cc1nc(SCC(=O)NCCc2ccccc2)c2oc3ccccc3c2n1	0%	-13%	-1%
32	CC(=O)c1ccc(S(=O)(=O)N2CCCC(N(C)CCc3ccccn3)C2)cc1 (centres undefined)	-1%	-19%	3%
33	CCOC(=O)C1(CC2CC2)CCN(Cc2cn[nH]c2-c2ccccc2)CC1	-1%	13%	0%
34	Cc1ccc(N2CC(C(=O)Nc3nnc(SCC(=O)Nc4nc(C)cs4)s3)CC2=O)cc1 (centres undefined)	-3%	?	0%
35	COCCCNC(=O)CN(c1cc(Cl)ccc1OC)S(C)(=O)=O	2%	-10%	-3%
36	COc1ccc(OC)c(CN2CCN(C(=O)c3cccc(S(=O)(=O)Nc4ccccc4OC)c3)CC2)c1	1%	?	0%
37	COc1ccccc1Nc1ncc(C(=O)Nc2ccc(OC)c(OC)c2)c2ccccc12	-6%&-1%	16µM*!	6%&3%
38	COc1ccc(C(=O)NCCN2CCOCC2)c(OC)c1OC	-2%	-1%	nt
39	Cc1ccc(S(=O)(=O)NCCC(=O)N2CCN(Cc3ccccc3)CC2)cc1	-13%	-25%	6%
40	CCN(CC)C(=O)COc1coc(CN2CCN(Cc3ccccc3)CC2)cc1=O	3%	-3%	1%
41	CCOC(=O)c1c(NC(=O)CSc2nnc(-c3ccccc3)n2CC)sc(C(C)=O)c1C	-1%	?	2%
42	COc1nc(Nc2cccc([N+](=O)[O-])c2)nc(OC)n1	-9%	-10%	5%
43	O=C(O)c1cccc(Cn2cccn2)c1	-1%	2%	-1%
44	COc1ccc(-n2c(=O)c(-c3cn(C)c4ccccc34)nc3cnc(N4CCOCC4)nc32)cc1	-5%	12%	nt
45	Cc1ccc(OCC(=O)N2CCOCC2)cc1C	-3%	1%	6%
46	N#C/C(=C\c1ccccc1OCC(=O)O)c1nc2ccccc2[nH]1	-3%	34%[activator]	nt
47	Cc1nn(C(C)C(=O)NCc2cccs2)c(=O)c2nn(-c3ccccc3)c(C)c12 (centres undefined)	-3%	?	2%
48	O=C(CNC(=O)C1COc2ccccc2O1)N/N=C/c1ccc([N+](=O)[O-])cc1 (centres undefined)	-7%	?	-5%
49	COc1ccc(S(=O)(=O)N2CCc3ccccc32)cc1C(=O)OCc1c(C)noc1C	-10%	-26%	8%
50	CCOc1ccccc1N/C=C/C(=O)C(C)(C)C	nt	-24%	2%
51	Cn1ccnc1C(=O)c1cc(SCC(=O)NCc2ccccc2)nc2ccccc12	-9%	5.2µM*	3%
52	COc1ccc(C(=O)NC(C)c2nccs2)cc1OC1CCN(C(C)C)CC1 (centres undefined)	-14%	13%	1%
53	O=C(Nn1cnnc1)C(Sc1ccccc1)c1ccccc1 (centres undefined)	12%	2%	0%
54	C[C@H]1CN=C(N(C)C)N1CC1CCCC1	-4%	-19%	-7%
55	COc1ccccc1CN1CC[C@@]2(CCCN(C(=O)c3ccco3)C2)C1	1%	-23%	nt
56	CN1CCN(C(=S)C(=O)Nc2ccc(Br)cc2)CC1	0%	?	-4%
57	O=C(c1ccc(Cl)cc1Cl)C1(n2cncn2)Oc2ccccc2C1O (centres undefined)	-18%	-9%	6%
58	CC(C)(C)OC(=O)CC[C@@H](C(=O)N1CCN(C(=O)OC(C)(C)C)CC1)n1cc(C(CO)NC(=O)OC(C)(C)C)nn1 (some centres undefined)	-4%	2%	5%
59	CCCCCCSc1nsc(NC(C)=O)n1	-4%	0%	-2%
60	CC(=O)Nc1cccc(-c2nc3ccccc3s2)c1C	-3%	-6%	5%

14 entries from above, in transposed form:
#31 Cc1nc(SCC(=O)NCCc2ccccc2)c2oc3ccccc3c2n1
#32 CC(=O)c1ccc(S(=O)(=O)N2CCCC(N(C)CCc3ccccn3)C2)cc1 (centres undefined)
#33 CCOC(=O)C1(CC2CC2)CCN(Cc2cn[nH]c2-c2ccccc2)CC1
#34 Cc1ccc(N2CC(C(=O)Nc3nnc(SCC(=O)Nc4nc(C)cs4)s3)CC2=O)cc1 (centres undefined)
#35 COCCCNC(=O)CN(c1cc(Cl)ccc1OC)S(C)(=O)=O
#36 COc1ccc(OC)c(CN2CCN(C(=O)c3cccc(S(=O)(=O)Nc4ccccc4OC)c3)CC2)c1
#37 COc1ccccc1Nc1ncc(C(=O)Nc2ccc(OC)c(OC)c2)c2ccccc12
#38 COc1ccc(C(=O)NCCN2CCOCC2)c(OC)c1OC
#39 Cc1ccc(S(=O)(=O)NCCC(=O)N2CCN(Cc3ccccc3)CC2)cc1
#40 CCN(CC)C(=O)COc1coc(CN2CCN(Cc3ccccc3)CC2)cc1=O

Compound	31	32	33	34	35	36	37	38	39	40
GCN5L2 inh	0%	-1%	-1%	-3%	2%	1%	-6%&-1%	-2%	-13%	3%
DT40 TDP1 no CPT	-13%	-19%	13%	?	-10%	?	16µM*!	-1%	-25%	-3%
TDP1 block	-1%	3%	0%	0%	-3%	0%	6%&3%	nt	6%	1%

#41 CCOC(=O)c1c(NC(=O)CSc2nnc(-c3ccccc3)n2CC)sc(C(C)=O)c1C
#42 COc1nc(Nc2cccc([N+](=O)[O-])c2)nc(OC)n1
#43 O=C(O)c1cccc(Cn2cccn2)c1
#44 COc1ccc(-n2c(=O)c(-c3cn(C)c4ccccc34)nc3cnc(N4CCOCC4)nc32)cc1

Compound	41	42	43	44
GCN5L2 inh	-1%	-9%	-1%	-5%
DT40 TDP1 no CPT	?	-10%	2%	12%
TDP1 block	2%	5%	-1%	nt

The results go on:
cpd	smiles	GCN5L2 inh	DT40 TDP1 no CPT	TDP1 block
61	O=C(COC(=O)c1ccccc1F)NC(=O)NC1CCCC1	-7%	3%	0%
62	CCOC(=O)c1nn(-c2ccccc2C)c(=O)c2c(N)scc12	-27%	?	-5%
63	CCn1c(CSc2nc3ccccc3s2)nc2ccccc21	-7%	16µM*	5%
64	CC(C)NC(=O)c1ccc(CSCc2ccccc2Cl)o1	0%	?	nt
65	N#CSCC(=O)c1cccc2ccccc12	0%	4.6µM*	5%
66	COc1cc(OC)c2c(=O)c(-c3ccccc3)coc2c1	-16%	?	8%[56.1 µM]
67	COc1cc(NC(=O)COC(=O)CC(C)(C)C)c(C)cc1[N+](=O)[O-]	3%	?	8%
68	COc1cccc([C@@H]2Oc3ccc(OC)cc3C(=O)[C@H]2OC(=O)Nc2cc(OC)c(OC)c(OC)c2)c1	-9%	?	5%&8%
69	COc1ccc(NS(=O)(=O)Cc2ccccc2)cc1OC	-7%	-20%	2%
70	O=C(CCc1nc(-c2ccccc2F)no1)NC1CCCCC1	0%	-22%	7%
71	CC(C)OCCCNC(=O)C1CCC(CNS(=O)(=O)c2ccccc2)CC1 (centres undefined)	-2%	-8%	-3%
72	O=S(=O)(N/N=C\c1ccc2c(c1)OCO2)c1ccccc1	-5%	1%	4%
73	Cc1ccccc1NC(=O)CSCC(=O)Nc1ccccc1C	3%	5%	1%
74	O=C(O)c1ccc(OS(=O)(=O)c2ccc(Cl)s2)cc1	-6%	6%	1%
75	Cc1cc(NC(=O)Cn2ccc([N+](=O)[O-])n2)no1	18%	2%	-3%
76	COc1ccc(NC(=O)CCCCCN2C(=O)c3ccccc3C2=O)c(OC)c1	-3%	-5%	3%
77	Cc1csc(NC(=O)c2cnccn2)n1	-5%	-4%	4%
78	Nn1c(Cc2ccccc2)n[nH]c1=S	0%	7%	-3%
79	NS(=O)(=O)c1ccc(CCNc2nccn(-c3cccc(C(F)(F)F)c3)c2=O)cc1	32%[activator]	?	0%
80	Cc1ccc(S(=O)(=O)c2ccc(C)cc2)cc1	-6%	-12%	-4%
81	O=C(Nc1ccccc1)N1CCN2C(=O)c3ccccc3C12c1ccccc1 (centres undefined)	-7%	-28%	3%
82	O=C(CN1CCN(c2cccc(C(F)(F)F)c2)CC1)Nc1cccc(C(F)(F)F)c1	-12%	1%	-7%
83	CCCCOc1cccc(C2/C(=C(\O)c3ccc4c(c3)OCCO4)C(=O)C(=O)N2CCN2CCOCC2)c1 (centres undefined)	-20%	?	3%
84	Cc1cc(C(=O)COc2ccccc2[N+](=O)[O-])c(C)n1-c1cccc(S(=O)(=O)N2CCOCC2)c1	-9%	23µM*	5%
85	C[C@H](CO)N1C[C@H](C)[C@@H](CN(C)S(C)(=O)=O)Oc2ccc(NC(=O)C3CC3)cc2C1=O	-8%	-14%	0%
86	CC(OC(=O)c1ccccc1C(=O)N(C)c1ccccc1)C(=O)Nc1ccc(C(N)=O)cc1 (centres undefined)	-1%	?	4%
87	O=C(NCc1ccccc1)c1cc(S(=O)(=O)N2CCC3(CC2)OCCO3)ccc1F	-11%	?	4%
88	S=C(Nc1ccccc1Cl)N(CCCN1CCOCC1)Cc1ccco1	10%	-3%	-1%
89	COc1ccc(C(c2sc3ncnn3c2O)N2CCN(c3ccccc3F)CC2)cc1OC (centres undefined)	-2%	21µM*	5%

An excerpt. The share of hits here may be higher or lower than overall.
